# Source: PubChem (Broad Institute)
# CD40 NFkB inh: inhibitors of CD40-induced NF-kB signaling, primary screen, BL2 cells, luciferase reporter, single point. CD40L-induced, 4 h. inhibition, % at 10 µM. 83,000 tested, 0.94% active. AID 1053188, 2014;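 active means mean inhibition of at least 50% with a set share of replicates also reaching that level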;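 further: 0% = neutral control wells and 100% = IKK inhibitor VII at 50 µM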
# * = called active by the depositor; [ ] = another dose, or the depositor's remark.
CD40 NFkB inh,molecule
9[25 µM],CN(C)C(=O)[C@@H]1[C@@H](CO)[C@@H]2Cn3c(ccc(C4=CCCC4)c3=O)[C@H]1N2CCC(F)(F)F
-17,COc1ccc(C(=O)COC(=O)c2ccc(Cl)nc2)c(OC)c1
-11[25 µM],C[C@@H]1CN([C@@H](C)CO)C(=O)c2ccccc2-c2ccccc2CO[C@H]1CN(C)C(=O)[C@@H]1CCCN1C
12,c1cn(CCCNc2ncnc3sc4c(c23)CCC4)cn1
-7,O=C(c1ccc(S(=O)(=O)N2CCCCCC2)cc1)N1CCN(c2ccccn2)CC1
10,O=C(Nc1nnc(Cc2ccc(Cl)cc2)s1)c1cccnc1
2,O=[N+]([O-])c1cccc(-c2ccc3nnc(SCc4ccccn4)n3n2)c1
5,O=S(=O)(c1ccc(=S)[nH]c1)N1CCCCC1
5,O=C(CN1CCN(S(=O)(=O)c2ccccc2)CC1)NC(=O)NCc1ccco1
15,O=C(CCNC(=O)c1ccccc1Cl)Nc1nnc(C2CC2)s1
-2[25 µM],COc1ccccc1CN1[C@@H](CO)[C@@H]2c3ccccc3N(C(=O)C3CCOCC3)C[C@@H]21
11,O=C(NCC(=O)N1CC(O)CC1C(=O)N1CCCC1C(=O)OCc1ccccc1)OCc1ccccc1 (stereo not given)
-23,Cc1nnc(NC(=O)COc2ccccc2)s1
0,CC(C)(CNC(=O)c1ccc(S(=O)(=O)Nc2ccc(Cl)cc2)cc1)N1CCOCC1
9,CCOc1ccc(NC(=O)CN(C)C(=O)c2ccccc2OCc2c(C)noc2C)cc1OCC
2,Cc1c(C)n(C)c2ccc(C(=O)NCCN3CCOCC3)cc12
2,c1ccc(-c2ccccn2)nc1
-16,O=S(=O)(c1ccc2nc(Nc3ccccc3)ccc2c1)N1CCCCC1
0[25 µM],CC=Cc1ccc2n(c1=O)C[C@@H]1[C@@H](CO)[C@H](C(=O)NC3CCC3)[C@H]2N1S(=O)(=O)c1cn(C)cn1 (mixture of isomers)
0,COc1ccc(CCNC(=O)CN2C(=O)NC(c3ccccc3)(c3ccccc3)C2=O)cc1
15[25 µM],O=C1CN(S(=O)(=O)Cc2ccccc2)C[C@H]2[C@@H](c3ccc(C#Cc4ccccc4)cc3)[C@H](CO)N12
2,Cc1nnc(SCC(=O)Nc2cccc(Br)c2)s1
8,CCOC(=O)c1[nH]c2ccccc2c1NC(=O)c1ccc(S(=O)(=O)N2CCCC2)cc1
-20[25 µM],C[C@@H]1CN([C@H](C)CO)C(=O)c2cc(C#CC3(O)CCCC3)cnc2O[C@H]1CN(C)S(=O)(=O)c1ccccc1
4,CC(C)CN1CCC(CN(C)Cc2nc(-c3cnccn3)no2)CC1
-1,CCOc1ccc(NC(=O)COC(=O)C2CCC(=O)N2)c([N+](=O)[O-])c1 (stereo not given)
4,Cc1ccc(S(=O)(=O)CC(O)COc2ccc(F)cc2Cl)c(C)c1 (stereo not given)
-2[25 µM],CN1C(=O)c2cc(NS(=O)(=O)c3ccccc3F)ccc2OC[C@H]2O[C@H](CC(=O)NC3Cc4ccccc4C3)CC[C@@H]21
-68,Cc1ccc(NC(=O)COc2ccc3c(c2)OCO3)c(C)c1
-8,O=C(NCCN1CCOCC1)c1cccc(S(=O)(=O)N(Cc2ccccc2)c2ccccc2)c1
0,O=C1NCC(COCc2ccccc2)O1 (stereo not given)
-2,Cc1cccnc1C(NC(=O)C1CCN(CCCc2ccccc2)CC1)c1ccc(F)cc1 (stereo not given)
15,O=C(Cc1ccncc1)Nc1ccc2c(c1)[C@@H]1C[C@@H](CC(=O)NC3CCCC3)O[C@H](CO)[C@@H]1O2
-4,CNC(=O)c1cc(S(=O)(=O)N(C)C)ccc1Cl
-3[25 µM],COc1cccc(-c2ccc3c(c2)[C@H]2[C@H](CCN2C(=O)Cc2ccncc2)[C@H](CO)N3C)c1
-13[25 µM],C[C@@H]1CCCCO[C@H](CN(C)Cc2ccc3c(c2)OCO3)[C@@H](C)CN([C@H](C)CO)C(=O)c2cc(NS(=O)(=O)c3cn(C)cn3)ccc2O1
25[25 µM],CN1C(=O)c2cc(NC(=O)c3ccc(C(F)(F)F)cc3)ccc2OC[C@@H]2O[C@H](CC(=O)NCc3ccc4c(c3)OCO4)CC[C@H]21
-4[25 µM],O=C(c1ccccc1)N1[C@H](CO)[C@@H](c2ccccc2)C12CN(Cc1nccs1)C2
6,Cc1ccc(S(=O)(=O)N/N=c2\sc3ccccc3n2C)cc1
0,O=C(COC(=O)c1ccccc1F)Nc1ccc(S(=O)(=O)N2CCOCC2)cc1
-4[25 µM],CCC(=O)N1C[C@@H](O)COC[C@H]2O[C@H](CC(=O)NCc3ccc(Oc4ccccc4)cc3)CC[C@@H]21
44,CC(=O)Nc1cc(-c2cccc(C(=O)NCCN(C)C)c2)cn2c(-c3ccc(F)c(Cl)c3)cnc12
-3[25 µM],C[C@H]1CN([C@@H](C)CO)C(=O)c2cc(-c3ccncc3)cnc2O[C@@H]1CN(C)C(=O)CN1CCOCC1
2,Nc1nc2c(ncn2C2CCCC2)c(=O)[nH]1
2[25 µM],CCCNC(=O)N1[C@H](C#N)[C@@H](c2ccc(-c3ccccc3F)cc2)[C@@H]1CO
11,C/C(=N/NS(=O)(=O)c1ccc(Br)cc1)c1cccc(NC(=O)C2CC2)c1
-6,COc1cccc(CNC(=O)[C@@H]2[C@@H](CO)[C@@H]3Cn4c(cccc4=O)[C@H]2N3C(=O)C2CCCCC2)c1
6,Cc1ccc(C(=O)NC(C(=O)Nc2ccccc2)c2ccccc2)cc1 (stereo not given)
10,COc1ccc(OC)c(NC(=O)C23CCC(C)(C(=O)C2)C3(C)C)c1 (stereo not given)
7,COc1ccc(CCNC(=O)c2cc(-c3ccco3)on2)cc1OC
13[25 µM],O=C(C[C@H]1C[C@@H]2c3cc(NC(=O)c4ccc5c(c4)OCO5)ccc3O[C@@H]2[C@@H](CO)O1)NCc1ccccn1
22[25 µM],C[C@H](CO)N1C[C@H](C)[C@@H](CN(C)S(=O)(=O)c2ccc([N+](=O)[O-])cc2)OCc2ccccc2-c2c(n(C)c3ccccc23)C1=O
4,CC(=O)N(C)C[C@H]1Oc2ncccc2C(=O)N(C)C[C@H]1C
18,O=C(NC(=S)N(CCO)Cc1ccccc1)c1cc(Br)ccc1Cl
10[25 µM],CCCC#Cc1ccc([C@H]2[C@H]3CN(S(=O)(=O)Cc4ccccc4)CCCCN3[C@H]2CO)cc1
-4[25 µM],CC(C)(O)C#Cc1ccc([C@@H]2[C@H](CO)N3CCCCN(S(C)(=O)=O)C[C@@H]23)cc1
0,Cn1c(SCC(=O)NC2CC2)nnc1-c1ccc(Cl)cc1
1,CCOc1ccc(Br)cc1S(=O)(=O)Nc1cccc(S(=O)(=O)N2CCOCC2)c1
8,COc1cc(/C=C/C(=O)OCC(=O)NC(=O)NC2CCCC2)ccc1OCC#N
-9,Cc1c(C(=O)N2CCOCC2)sc2nc(-c3ccccc3)cn12

# Continuation.
CD40 NFkB inh,molecule
31[25 µM],COc1ccccc1NC(=O)N1C[C@@H](O)COC[C@@H]2O[C@H](CC(=O)N3CCC(Cc4ccccc4)CC3)CC[C@H]21
-14,Cc1ccc(NC(=O)CC2SC3=NCCCN3C2=O)c(C)c1 (stereo not given)
2,O=C(CN1C(=O)NC2(CCCCC2)C1=O)Nc1cccc2ncccc12
-39,O=C(NC1CC1)c1cccc(Oc2ccccc2)c1
3[25 µM],N#Cc1ccc(-c2ccc3c(c2)[C@@H]2[C@@H](CCN2C(=O)c2ccc4c(c2)OCO4)[C@H](CO)N3)cc1
4,CC1CC1C(=O)OCC(=O)N(C)CC(=O)Nc1ccc(F)cc1 (stereo not given)
1[25 µM],C[C@@H]1CN([C@@H](C)CO)C(=O)c2ccccc2-c2ccccc2CO[C@H]1CN(C)C(=O)Nc1ccc(-c2ccccc2)cc1
-6,COc1ccc(NC(=O)CN(C)C(=O)c2cn(-c3ccccc3)nc2-c2cccnc2)cc1
-1,CC1(C(=O)Nc2cccc(C#N)c2)CCN1C(=O)Cc1ccc(-c2ccccc2)cc1 (stereo not given)
-8,C1=CC2CC1CC2CN1CCN(c2ccccc2)CC1 (stereo not given)
12[25 µM],COc1ccc(-c2cn(CC[C@@H]3CC[C@@H](NC(=O)c4cnccn4)[C@@H](CO)O3)nn2)cc1
-6,O=C(COC(=O)C1CCN(S(=O)(=O)c2cccc3cccnc23)CC1)c1ccccc1
9,COCC(=O)Nc1ccc([N+](=O)[O-])cc1C
10[25 µM],C[C@H]1CN([C@@H](C)CO)C(=O)c2cc(NC(=O)Cc3ccccc3)ccc2O[C@@H]1CN(C)C(=O)NC1CCCCC1
-119,O=C(Nc1cccnc1)c1sc2cccc(F)c2c1Cl
-40,Cc1nc(-c2ccccn2)sc1C(=O)Nc1ccc(F)cc1
-3,CC(=O)c1ccc(NC(=O)COC(=O)C2CCN(S(=O)(=O)c3cccs3)CC2)cc1
12,CCNC(=O)C(C)Oc1ccc(Cl)cc1Cl (stereo not given)
7[25 µM],CCC(=O)N1[C@@H](CO)[C@@H](c2ccccc2)C12CN(C(=O)c1ccc3c(c1)OCO3)C2
6[25 µM],Cc1ccccc1S(=O)(=O)N1CCCCN2[C@@H](CO)[C@H](c3ccc(-c4cccc(F)c4)cc3)[C@@H]2C1
10,CCCC(C)C(=O)Nc1cccc(NC(C)=O)c1 (stereo not given)
14[25 µM],CCCNC(=O)N1[C@H](C#N)[C@H](c2ccccc2-c2cccc(C)c2)[C@@H]1CO
-3[25 µM],CC(C)NC(=O)N1CC2(C1)[C@H](c1ccccc1)[C@H](CO)N2Cc1cncnc1
-5,O=c1nc(NCc2ccccc2Cl)cn[nH]1
-5,CC(=O)N1CCN(c2ccc(NCc3cccc4ccccc34)cc2)CC1
-6,NC(Cc1ccc(C(F)(F)F)cc1)c1csc(Nc2cnccn2)n1 (stereo not given)
-40[25 µM],COc1cccc(C#Cc2ccc3c(c2)[C@H]2[C@H](CCN2C(=O)c2ccccc2F)[C@H](CO)N3)c1
-14,C[C@@H]1CN([C@@H](C)CO)C(=O)c2ccccc2-c2ccccc2CO[C@H]1CN(C)S(=O)(=O)c1ccsc1
10,CC(=O)NC(Cc1c[nH]c2ccccc12)C(=O)N1CCc2ccccc2C1 (stereo not given)
6,O=C(O)c1ccc(CNS(=O)(=O)c2ccc3ccccc3c2)cc1
-22,O=C(NCCN1CCCCC1)c1ccc2c(c1)OCCO2

# An excerpt of these results, bar-delimited:
SMILES | CD40 NFkB inh
O=C(NCCN1CCCCC1)c1ccc2c(c1)OCCO2 | -22
COc1ccc(-c2cn(CC[C@@H]3CC[C@@H](NC(=O)c4cnccn4)[C@@H](CO)O3)nn2)cc1 | 12[25 µM]
COCC(=O)Nc1ccc([N+](=O)[O-])cc1C | 9

# Grouped by structure, the entries above containing a Cl atom
CD40 NFkB inh,molecule
-17,COc1ccc(C(=O)COC(=O)c2ccc(Cl)nc2)c(OC)c1
10,O=C(Nc1nnc(Cc2ccc(Cl)cc2)s1)c1cccnc1
15,O=C(CCNC(=O)c1ccccc1Cl)Nc1nnc(C2CC2)s1
0,CC(C)(CNC(=O)c1ccc(S(=O)(=O)Nc2ccc(Cl)cc2)cc1)N1CCOCC1
4,Cc1ccc(S(=O)(=O)CC(O)COc2ccc(F)cc2Cl)c(C)c1 (stereo not given)
-4,CNC(=O)c1cc(S(=O)(=O)N(C)C)ccc1Cl
44,CC(=O)Nc1cc(-c2cccc(C(=O)NCCN(C)C)c2)cn2c(-c3ccc(F)c(Cl)c3)cnc12
18,O=C(NC(=S)N(CCO)Cc1ccccc1)c1cc(Br)ccc1Cl
0,Cn1c(SCC(=O)NC2CC2)nnc1-c1ccc(Cl)cc1
-119,O=C(Nc1cccnc1)c1sc2cccc(F)c2c1Cl
12,CCNC(=O)C(C)Oc1ccc(Cl)cc1Cl (stereo not given)
-5,O=c1nc(NCc2ccccc2Cl)cn[nH]1

# A portion of the library; count on the stated rates, not on these rows.
